# Screening data from PubChem.
# N370S GC: qHTS Assay for Inhibitors and Activators of N370S glucocerebrosidase as a Potential Chaperone Treatment of Gaucher Disease. Lysosomal acid glucosylceramidase (Homo sapiens), P04062. 330,000 compounds, 0.092% hits. Potency, µM (titrated, usually from 59.4 µM), inactives show at the top dose activity change, negative = inhibition, actives largely listed as inhibitors. N370S GC spleen homogenate, 4MU-glucoside fluorescence;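 further: 0% = full enzyme activity and -100% = no enzyme basal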
# FEN1 inh: qHTS Assay for the Inhibitors of Human Flap endonuclease 1 (FEN1) | Recombinant FEN1 flap cleavage, fluorescence, 15 min | Potency, µM (titrated, usually from 114 µM), for the others: at the highest dose activity change, negative = inhibition, actives largely listed as inhibitors | 390,000 compounds, 0.35% hits | AID 588795, 2011; further: nearly all actives have a fitted effect of over 65% in size
# Target sequence (P39748 whole entry, looked up): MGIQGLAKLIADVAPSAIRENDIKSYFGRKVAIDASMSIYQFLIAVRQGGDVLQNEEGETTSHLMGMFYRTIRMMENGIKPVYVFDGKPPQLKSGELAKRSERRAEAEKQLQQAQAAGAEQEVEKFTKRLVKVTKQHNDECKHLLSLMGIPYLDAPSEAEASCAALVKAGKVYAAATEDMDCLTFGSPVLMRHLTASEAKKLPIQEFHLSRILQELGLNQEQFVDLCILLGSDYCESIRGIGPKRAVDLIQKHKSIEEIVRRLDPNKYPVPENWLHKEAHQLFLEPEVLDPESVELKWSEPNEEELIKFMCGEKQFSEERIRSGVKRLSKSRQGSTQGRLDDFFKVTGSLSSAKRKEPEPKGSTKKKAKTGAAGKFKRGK
#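 Potency values derive from four-parameter Hill fits of normalized qHTS data. The reaction used 10 nM FEN1 preincubated 15 min at room temperature with compound, then 50 nM DNA substrate, read at 0 and 15 min.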
# TDP1 inh: qHTS Assay for Inhibitors of Tyrosyl-DNA Phosphodiesterase (TDP1). Tyrosyl-DNA phosphodiesterase 1 (Homo sapiens), Q9NUW8. recombinant TDP1, AlphaScreen DNA substrate cleavage. Potency, µM (top dose mostly 130 µM), without a hit: top-dose activity change, negative = inhibition, usual class: inhibitors. 350,000 compounds, 0.28% hits. AID 485290, 2010; further: nearly all actives have a fitted effect of over 40% in size
#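 Tdp1 1 nM final; 15 min RT w/ cpd; substrate 15 nM, 5 min; beads 10 ug/ml, 10 min; AlphaScreen read. Neg ctrl: no enzyme.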
# * hit, by the source's call; ? = inconclusive; . = no result given; [ ] = another dose, or the depositor's remark. The call rests on the fitted dose curve; in most records, active means well fitted curve in the direction sought with a large enough effect; inconclusive means small, poorly fitted or top-dose-only effect, or another doubt; inactive means no such curve, though single readings can be large; an effect the other way counts as inactive or inconclusive. Unless noted, on the % scale 0 is the no-effect control and ±100 the full control effect; potency means the concentration at half of the fitted maximal effect.
# Every second line gives: TDP1 inh | N370S GC | FEN1 inh
- CCN(CC)CCC(c1ccc2c(c1)OCO2)c1c(OC)cc(OC)c2c(C)cc(=O)oc12 (stereo not given)
    13% | -12% | 6%
- Cc1oc(S(=O)(=O)N(C)C)cc1C(=O)Nc1ccc(Cl)cc1
    -1% | 4% | -2%
- O=C(NCC(c1cccs1)N1CCOCC1)c1cc(Cl)ccc1[N+](=O)[O-] (stereo not given)
    4% | -7% | -5%
- Cc1ccccc1OCC(=O)Nc1cc(Cl)ccc1Oc1ccccc1
    -3% | 27% | -1%
- COc1ccc(CNC(=O)c2nc(SC(C)C)ncc2Cl)cc1
    0% | . | -4%
- COc1ccc(C(=O)NNC(=O)c2ccc(F)c(S(=O)(=O)N3CCOCC3)c2)cc1
    -2% | . | 1%
- CCc1cccc(NC(=O)C2CCCN(S(=O)(=O)c3ccc4[nH]c(=O)ccc4c3)C2)c1 (stereo not given)
    4% | -4% | 0%
- COc1ccc2c(c1)O/C(=C\c1ccccc1C)C2=O
    . | 6% | ?
- Cc1nn(Cc2ccc(C(=O)N/N=C/c3ccncc3)o2)c(C)c1Cl
    2% | -19% | 16%
- C=C1CCN([C@@H](C)C(=O)NCc2ccc(Cl)cc2)S(=O)(=O)c2ccccc21
    . | 3% | 1%

# Reformatted field by field: 4 of the compounds above.
> O=C(NCC(c1cccs1)N1CCOCC1)c1cc(Cl)ccc1[N+](=O)[O-] (stereo not given)
  TDP1 inh: 4%	N370S GC: -7%	FEN1 inh: -5%

> Cc1ccccc1OCC(=O)Nc1cc(Cl)ccc1Oc1ccccc1
  TDP1 inh: -3%	N370S GC: 27%	FEN1 inh: -1%

> COc1ccc(CNC(=O)c2nc(SC(C)C)ncc2Cl)cc1
  TDP1 inh: 0%	N370S GC: .	FEN1 inh: -4%

> COc1ccc(C(=O)NNC(=O)c2ccc(F)c(S(=O)(=O)N3CCOCC3)c2)cc1
  TDP1 inh: -2%	N370S GC: .	FEN1 inh: 1%

# The results go on:
# Every second line gives: TDP1 inh | N370S GC | FEN1 inh
- O=C(Nc1ncc(Cc2ccc(SC(F)F)cc2)s1)c1ccc(OC(F)F)cc1
    8% | 8% | 4%
- Cc1ccc(OCC(O)CN2CCc3ccccc3C2)c(C)c1 (stereo not given)
    2% | -5% | 12%
- CC1=CCC(C(=O)O)C(C(=O)NC2CCCCC2)C1 (stereo not given)
    32µM* | -3% | 2%
- Cc1c(S(=O)(=O)N2CCN(c3ccccc3)CC2)c(=O)n(C)c(=O)n1C
    -1% | 17% | 2%
- COC(=O)c1cc2ccc(OC)cc2c2cc(OC)c(OC)cc12
    -5% | . | ?
- CCOC(=O)[C@@H]1[C@H]2COc3cc(OC)ccc3[C@@H]2N2C(=O)N(c3cccc(C)c3)C(=O)[C@@]12C
    . | -1% | 9%
- COc1ccc(-c2nnc(SCC(=O)Nc3ccc4c(c3)OCCO4)n2N)cc1OC
    0% | 7% | -11%
- O=C(CCNC(=O)C1CCN(S(=O)(=O)c2ccccc2)CC1)NCc1ccccn1
    1% | -1% | -17%
- O=C(NCC1CCCN1S(=O)(=O)c1cccs1)c1c(F)cccc1F (stereo not given)
    -10% | 5% | -5%
- CC1=C(C(N)=O)C(c2ccc(Br)cc2)n2ncnc2N1 (stereo not given)
    . | 0% | -4%
- COc1ccc(C(CC(=O)Nc2ccccc2OC)n2cccc2)cc1 (stereo not given)
    1% | -4% | 3%
- COc1cccc2sc(N(CCCN(C)C)C(=O)C(c3ccccc3)c3ccccc3)nc12
    5% | ? | -9%
- CC1C(=O)CC(c2ccco2)NC1c1ccco1 (stereo not given)
    0% | 5% | .
- Cc1ccc(S(=O)(=O)n2c3ccc(F)cc3c3nc(C)sc32)cc1
    3% | 12% | .
- COc1cc(OC)c(OC)cc1CN1CCCC(C(=O)c2sccc2C)C1 (stereo not given)
    8% | -5% | -1%
- CN1CCN(/N=C/c2ccc(Cl)c(Cl)c2)CC1
    3% | -4% | 19%
- CCOc1cc(/C=C2\CN(C)C/C(=C\c3ccc(O)c(OCC)c3)C2=O)ccc1O
    . | -21% | -7%
- O=C(Nc1ccc(N2CCOCC2)nc1)c1ccc(C(F)(F)F)cc1
    6% | -1% | 3%
- C[C@@H]1COC(=O)[C@@H](NC(=O)OCC2c3ccccc3-c3ccccc32)C/C=C\C[C@@H](CC(=O)N(CCO)Cc2ccccc2)C(=O)N1
    1% | . | 10%
- Cc1ccc(C)c(NC(=O)c2cc3ccccc3o2)c1
    . | -5% | -14%
- O=[N+]([O-])c1cc(Cl)ccc1Sc1ccccn1
    8% | 8% | -4%
- O=C(COC(=O)C1CC(=O)N(Cc2ccccc2)C1)Nc1ccc(Cl)cc1F (stereo not given)
    0% | -8% | 0%
- CCc1ccc(-n2cnc3cc(C(=O)NCc4ccc(C)cc4)ccc32)cc1
    16% | . | -21%
- CC[C@@H](C)CN1C(=O)N[C@@H](CCc2ccccc2)C(C(C)=O)=C1C
    5%[12.3 µM] | 5%[12.8 µM] | 3%
- Fc1ccccc1-c1nc2nc3ccccc3nc2n1CC1CCCO1 (stereo not given)
    1% | 22% | -1%
- Cc1cccc(C2Nc3ccccc3C(=O)N2NC(=O)c2ccc([N+](=O)[O-])cc2)n1 (stereo not given)
    0% | -18% | -2%
- O=C(COc1ccc(F)cc1)N1c2ccccc2CCc2ccccc21
    2% | 14% | -25%
- O=C1C(NS(=O)(=O)c2cccs2)=C(N2CCN(c3cccc(C(F)(F)F)c3)CC2)C(=O)c2ccccc21
    14% | -6% | -16%
- O=C(Nc1cccc(S(=O)(=O)N2CCCCC2)c1)C1CC(=O)N(Cc2ccccc2)C1 (stereo not given)
    2% | . | -15%
- O=C(N1CCCC1)N1CCN(S(=O)(=O)c2ccccc2)CC1
    . | -5% | 3%

# Marked active in TDP1 inh, among the entries above:
mol	TDP1 inh	N370S GC
CC1=CCC(C(=O)O)C(C(=O)NC2CCCCC2)C1 (stereo not given)	32µM*	-3%

# (cont.)
# Every second line gives: TDP1 inh | N370S GC | FEN1 inh
- O=C(NCc1ccccc1Cl)C1CCC(CNc2c(N3CCOCC3)c(=O)c2=O)CC1 (stereo not given)
    3% | -4% | 0%
- Cc1ccccc1-c1nc(CN2CCC(C(=O)NCc3cccnc3)CC2)c(C)o1
    5% | -25% | -7%
- Nc1ccccc1NC(=O)NC(=O)c1ccccc1
    . | 0% | 1%
- CCOC(=O)C1CCCN(C(=S)Nc2ccc(OC)cc2)C1 (stereo not given)
    0% | 11% | 16%
- CCn1c(N)c(C(=O)NCC2CCCO2)sc1=S (stereo not given)
    -2% | -7% | -1%
- CC(Sc1nnc(CNC(=O)c2ccccc2F)n1C)C(=O)Nc1nccs1 (stereo not given)
    0% | 2% | 19%
- Cc1cc(C(=O)CCl)c(C)n1Cc1ccco1
    -6% | 22% | -3%
- NC(=O)COc1ccc(=O)n(-c2ccccc2)n1
    1% | -2% | 6%
- COc1cccc(S(=O)(=O)NCC(=O)N2CCCCCC2)c1
    . | 2% | 24%
- Cc1ccc(NC(=O)c2ccccc2NC(=O)c2cccs2)cc1
    8% | 0% | -15%
- COC(=O)/C=C/S(=O)(=O)c1ccc(NC(C)=O)cc1
    4% | 8% | 3%
- Cc1ccc(NC(=O)C(C)OC(=O)CCNS(=O)(=O)c2ccc(C)cc2)cc1 (stereo not given)
    -2% | 3% | -4%
- CCNc1nc(NC(C)C)nc(OCCOC(=O)Nc2ccccc2)n1
    2% | -2% | 10%
- COC(=O)N[C@@H](c1cccc(C)c1)[C@@H](C)[N+](=O)[O-]
    1% | 8% | .
- COc1cccc2c1OC1(C)CC2NC(=O)N1c1cccc(C(=O)N2CCN(c3ccccc3)CC2)c1 (stereo not given)
    0% | 0% | 30%
- Brc1cccc(OCCN2CCc3ccccc3C2)c1
    3% | -10% | 0%
- CN(C)c1ccc(CN(CC2CCCO2)C(=O)c2cc3ccccc3o2)cc1 (stereo not given)
    12% | -13% | -15%
- CCn1cc(C2=NC(CCSC)CO2)c2ccccc21 (stereo not given)
    0% | -5% | -9%
- CC1(C)NC(=O)N(CC(=O)OCC(=O)Nc2cccc(S(N)(=O)=O)c2)C1=O
    -3% | -6% | 5%
- CCN(CC)C(=O)CN1C(=O)C(=O)c2ccccc21
    -4% | -3% | -5%
- N#C/C(=C(/O)c1ccc(F)cc1)c1nc2ccccc2s1
    1% | 3% | 3%
- CC(C)[C@H](CO)Nc1nc(Nc2ccc(Cl)c(C(=O)O)c2)c2ncn(C(C)C)c2n1
    -1% | -2% | 2%
- O=C(Nc1cccc(F)c1)c1ccc(Cn2cc([N+](=O)[O-])cn2)o1
    6% | 7% | 5%
- C=CCn1c(=NC(=O)CN2C(=O)CCC2=O)sc2cc(S(N)(=O)=O)ccc21
    4% | 4% | -2%
- C(=C\c1ccccc1)/C=N/n1cnnc1
    6% | -3% | -15%
- C=CCn1c(C(c2ccccc2)c2ccccc2)n[nH]c1=S
    -6% | 13% | 1%
- COC(=O)c1scc(-c2ccc(C)cc2)c1S(=O)(=O)Nc1ccc(F)cc1F
    8% | . | -13%
- Cc1ccc(-c2[nH]nc3c2C(c2ccoc2)C(C#N)=C(N)O3)cc1C (stereo not given)
    9% | -19% | -1%
- COc1cccc(CN(C(=O)COc2ccc(C)cc2)C2CCS(=O)(=O)C2)c1 (stereo not given)
    3% | 4% | 15%
- O=C(NCCc1ccccc1)c1ccc(Cn2c(SCc3cccc(F)c3)nc3cccnc32)cc1
    . | 7% | -21%
- COc1ccc(/C=N/NC(=O)c2ccccc2)cc1OS(=O)(=O)c1ccccc1
    3% | 28% | 0%
- CCN1CCN(C(=S)NC(=O)c2cccs2)CC1
    -17%[0.0935 µM] | -11% | 2%
- Cc1cc(N2CC(=O)N(CCc3ccccc3)C(=O)C2)n2ncnc2n1
    7% | 4% | 0%
- CC1CC(C)CN(CCC(=O)Nc2ccc3c(c2)CCC3)C1 (stereo not given)
    0% | -7% | -12%
- Cc1cccc2nc(-c3cccnc3)c(NCCC(C)C)n12
    -1% | ? | -10%
- Cc1ccc(S(=O)(=O)N2CCN(C(=O)/C=C/c3ccccc3)CC2)cc1C
    -1% | 1% | -9%
- O=C(COC(=O)c1ccco1)Nc1ccccc1
    2% | -5% | 0%
- c1ccc2c(CN3CCSCC3)cccc2c1
    . | -4% | -1%
- Cc1ccc(C(=O)NC(C)c2ccc3c(c2)OCO3)s1 (stereo not given)
    5% | -4% | -28%
- CC[C@@H](C)[C@H](N)C(=O)NC[C@H]1O[C@@H](n2cnc3c(N)ncnc32)[C@H](O)[C@@H]1O
    1%[56.1 µM] | . | 3%
- CCn1c(SCC(=O)N2CCCCC2)nc2c1c(=O)n(C)c(=O)n2C
    . | -4% | 0%
